FBW7 act – human FBW7 E3 ligase activation, primary screen; Q969H0; AlphaScreen FBW7–phospho-cyclin E peptide binding, activator screen; normalized activity (activation), % at 26.1 µM; 0.13% of 650,000 active; in the data active means normalized activity above about 1.9%;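 further: purified mutant Fbw7 with reduced substrate affinity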
Target sequence (Q969H0 whole entry, looked up): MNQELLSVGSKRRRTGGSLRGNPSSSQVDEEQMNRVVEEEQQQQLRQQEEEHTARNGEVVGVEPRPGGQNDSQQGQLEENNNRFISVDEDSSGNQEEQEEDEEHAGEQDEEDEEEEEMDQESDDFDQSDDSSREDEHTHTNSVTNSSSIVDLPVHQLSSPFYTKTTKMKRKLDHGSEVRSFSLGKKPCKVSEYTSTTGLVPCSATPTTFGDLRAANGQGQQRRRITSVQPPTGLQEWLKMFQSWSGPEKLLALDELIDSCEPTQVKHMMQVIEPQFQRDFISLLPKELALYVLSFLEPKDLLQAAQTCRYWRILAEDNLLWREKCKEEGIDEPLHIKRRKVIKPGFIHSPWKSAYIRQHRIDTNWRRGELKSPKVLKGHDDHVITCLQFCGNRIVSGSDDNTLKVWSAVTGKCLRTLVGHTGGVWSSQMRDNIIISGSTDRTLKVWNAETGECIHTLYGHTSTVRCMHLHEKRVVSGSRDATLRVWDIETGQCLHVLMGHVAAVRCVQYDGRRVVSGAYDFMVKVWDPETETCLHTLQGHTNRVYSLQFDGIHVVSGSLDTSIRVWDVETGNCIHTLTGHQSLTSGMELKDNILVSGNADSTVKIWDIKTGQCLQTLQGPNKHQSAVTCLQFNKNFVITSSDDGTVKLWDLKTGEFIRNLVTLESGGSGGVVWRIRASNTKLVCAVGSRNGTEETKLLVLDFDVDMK
MITF inh – human MITF inhibition, primary screen. inhibition, % at 2.6 µM. O75030. 0.91% of 650,000 active. AID 1259374. AlphaScreen MITF homodimerization, bead proximity signal; in the data active means inhibition above about 50%;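 further: 0% = vehicle wells with protein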
GPR151 ag – activators of human GPR151 | Q8TDV0 | PathHunter beta-arrestin GPR151 cells, luminescence | activation, % at 11.2 µM | 1% of 650,000 active | AID 1508602; in the data active means activation above about 4.9%;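 further: 0% = median of compound wells and 100% = cells with positive control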
TEAD-YAP block – TEAD-YAP interaction inhibition | HEK-TIYL cells, TEAD-Gal4/YAP UAS-luciferase luminescence | inhibition, % at 9.12 µM | 1.4% of 640,000 active; in the data active means inhibition above about 32%;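 further: 0% = median of test compound wells and 100% = reference inhibitor wells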
Starred values were filed as active, the others as inactive.

SMILES | FBW7 act | MITF inh | GPR151 ag | TEAD-YAP block
CCOC(=O)c1c(O)c2cccc3c2n(c1=O)CC3 | 0.1 | 9 | 0.2 | 4
Cc1[nH]nc(N)c1C1(O)C(=O)N(Cc2ccccc2)c2ccccc21 (stereo not given) | 0.2 | 12 | -1.0 | 6
Cc1cccn2c(CN(C)CC3COCCO3)c(C(=O)N3CCOCC3)nc12 (stereo not given) | 0.0 | -8 | -0.1 | 14
CCOC(=O)c1cnc2c(Cl)cccc2c1Nc1cccc(Cl)c1 | 0.1 | 5 | -0.6 | 6
COc1cccc2c1OC1(CCN(C(=O)c3ccc4c(c3)CCO4)CC1)OC2 | -0.1 | -4 | -0.9 | 4
Cc1nc2ccc3nc(NC(=O)c4ccc(S(=O)(=O)N5CC(C)CC(C)C5)cc4)sc3c2s1 (stereo not given) | 0.1 | 8 | -0.6 | -3
O=C(CSc1nnc2ccccn12)Nc1ccc2ccccc2c1 | -0.1 | 13 | -0.3 | 5
O=C(NNc1ccc([N+](=O)[O-])cc1)c1cccc2ccccc12 | -0.2 | -11 | 0.6 | 6
COC(=O)[C@@H]1C[C@H](NC(=O)c2ccncc2)CN1CC(c1ccccc1)c1ccccc1 | 0.0 | 4 | 1.6 | 6
Cc1cccc(-c2nc(CS(=O)CC(=O)N3CCc4ccccc43)c(C)o2)c1 (stereo not given) | -0.2 | 1 | -0.3 | -1

The closing two records of the part above come first, to join the parts:
SMILES | FBW7 act | MITF inh | GPR151 ag | TEAD-YAP block
COC(=O)[C@@H]1C[C@H](NC(=O)c2ccncc2)CN1CC(c1ccccc1)c1ccccc1 | 0.0 | 4 | 1.6 | 6
Cc1cccc(-c2nc(CS(=O)CC(=O)N3CCc4ccccc43)c(C)o2)c1 (stereo not given) | -0.2 | 1 | -0.3 | -1
Cc1cc(C)n2nc(C(=O)NC3CCCCC3)cc2n1 | 0.3 | 15 | -0.8 | -10
O=C(Nc1sc(=Nc2ccccc2)n(CC2CCCO2)c1-c1ccccc1)c1ccc(Cl)cc1 (stereo not given) | -0.1 | 8 | -0.2 | -3
CC1Oc2cccnc2N(Cc2ccc(Cl)cc2)C1=O (stereo not given) | 0.0 | -3 | -0.2 | 6
Nc1cc(Cl)ccc1C(=O)OCC(=O)Nc1cccc(S(N)(=O)=O)c1 | 0.1 | -7 | -0.8 | 1
CCCCCCC(=O)NN1C(=O)c2ccc3c4c(ccc(c24)C1=O)CC3 | 0.1 | 4 | 0.1 | -1
Cc1cc(C)c(C)c(OCC(=O)O/N=C(\N)c2cccnc2)c1 | 0.1 | 8 | -0.1 | -4
c1cn(CCCNc2ncnc3nc[nH]c23)cn1 | -0.1 | -8 | 0.1 | -1
CCc1ccccc1NC(=O)CN(C)S(=O)(=O)c1ccc(Br)cc1 | -0.1 | -2 | -1.6 | 4
COc1ccc(S(=O)(=O)N(CCc2ccccc2)CC(=O)Nc2ccccc2F)cc1OC | -0.1 | 2 | -0.9 | 9
O=S(=O)(NCC1CCN(S(=O)(=O)c2ccc(F)cc2)CC1)c1ccc(F)cc1 | 0.1 | 16 | 2.1 | 2

Not a retest: three of the compounds above.
SMILES | FBW7 act | MITF inh | GPR151 ag | TEAD-YAP block
CCc1ccccc1NC(=O)CN(C)S(=O)(=O)c1ccc(Br)cc1 | -0.1 | -2 | -1.6 | 4
COc1ccc(S(=O)(=O)N(CCc2ccccc2)CC(=O)Nc2ccccc2F)cc1OC | -0.1 | 2 | -0.9 | 9
O=S(=O)(NCC1CCN(S(=O)(=O)c2ccc(F)cc2)CC1)c1ccc(F)cc1 | 0.1 | 16 | 2.1 | 2

Continued.
SMILES | FBW7 act | MITF inh | GPR151 ag | TEAD-YAP block
CC1=CC(C)(C)N(C(=O)Nc2ccc(Cl)cc2)c2cc(C)ccc21 | 0.1 | 3 | -0.4 | 0
CCCCCNc1nc(-c2ccco2)c2c(c1C#N)CCCC2 | 0.1 | -5 | 0.5 | -2
CCOC(=O)C(Cc1ccccc1Cl)(NC(C)=O)C(=O)OCC | -0.2 | -65 | 0.6 | 6
CCCC1CCC(C(=O)Nc2ccc3nc(N4CCN(c5ncccn5)CC4)cc(C)c3c2)CC1 (stereo not given) | 0.0 | -11 | -0.4 | 0
Cc1ccc(C2=N/C(=C\c3cc4c(cc3Cl)OCO4)C(=O)O2)cc1 | 0.5 | -12 | -0.6 | -11
NC(=O)N/N=C1/C(=O)c2cccc3cccc1c23 | 0.0 | -8 | -0.2 | 4
c1ccc(CSc2ccc3nnc(-c4ccccn4)n3n2)nc1 | -1.3 | 25 | -0.7 | -7
O=C(Cn1c(NCCO)nc2ccccc21)c1ccccc1 | 0.1 | 14 | -0.4 | 12
COC(=O)c1ccc(-n2c(C)cc(C(=O)CSc3nc4sc5c(c4c(=O)n3-c3ccccc3)CCCC5)c2C)cc1 | 0.0 | -5 | -1.7 | 9
COc1cccc(-c2nc3n(n2)C(c2ccccc2)C(C(N)=O)=C(C)N3)c1 (stereo not given) | 0.1 | 7 | -0.8 | -2

Single records (already shown). Order of values: FBW7 act | MITF inh | GPR151 ag | TEAD-YAP block
CC1=CC(C)(C)N(C(=O)Nc2ccc(Cl)cc2)c2cc(C)ccc21 as listed: 0.1 | 3 | -0.4 | 0
CCCC1CCC(C(=O)Nc2ccc3nc(N4CCN(c5ncccn5)CC4)cc(C)c3c2)CC1 (stereo not given) as listed: 0.0 | -11 | -0.4 | 0
COc1cccc(-c2nc3n(n2)C(c2ccccc2)C(C(N)=O)=C(C)N3)c1 (stereo not given) as listed: 0.1 | 7 | -0.8 | -2
CCOC(=O)C(Cc1ccccc1Cl)(NC(C)=O)C(=O)OCC as listed: -0.2 | -65 | 0.6 | 6
O=C(Cn1c(NCCO)nc2ccccc21)c1ccccc1 as listed: 0.1 | 14 | -0.4 | 12

Next structures.
SMILES | FBW7 act | MITF inh | GPR151 ag | TEAD-YAP block
CC(=O)NC(Cc1ccc(F)cc1)C(=O)NC1CCN(C(=O)Nc2cccc(F)c2)CC1 (stereo not given) | 0.2 | 12 | -0.7 | 3
CC(C)CNC(=O)COC(=O)c1ccc(Br)o1 | -0.2 | 0 | 0.1 | 0
C=CCn1c(-c2nonc2NC(C)=O)nc2ccccc21 | 0.0 | 0 | -0.8 | 6
CCN1CCN(C(C)Cc2ccc(F)cc2)CCC1=O (stereo not given) | 0.2 | 9 | 1.7 | 1
CC1=C(C(=O)Nc2ccccc2)C(c2cccc(I)c2)NC(=S)N1 (stereo not given) | 0.0 | 2 | -1.4 | 4
NNC(=O)CCNC(=O)c1cccc([N+](=O)[O-])c1 | -0.1 | -9 | -0.8 | -8
CN(CCCNC(=O)c1ncoc1-c1ccccc1Cl)c1ccccc1 | 0.1 | 28 | 0.4 | -20
N#Cc1c(N)nc(SCC(=O)c2ccccc2)c(C#N)c1-c1ccc(O)cc1 | 0.0 | 13 | -0.5 | 15
Cc1nnc(NC(=O)CSc2nnc(-c3cccnc3)n2N)s1 | -0.2 | 2 | 2.8 | 4
Cc1ccc2c(c1)N(CC(=O)Nc1ccc(F)cc1)C(=O)CO2 | -0.2 | 8 | 1.3 | -11
COc1cc2cc(C)c(SCC(=O)Nc3nc(C)cs3)nc2cc1OC | 0.1 | 20 | 0.0 | -9
CC(NC(=O)CN(c1cc(C(F)(F)F)ccc1Cl)S(C)(=O)=O)c1ccccc1 (stereo not given) | -0.1 | -22 | 0.3 | -2
CCOc1ccc2c(=O)c(-c3ccc(OC)c(OC)c3)c(C)oc2c1 | 1.4 | -3 | -0.1 | 4
Cc1nc(SCc2ccc(Cl)cc2)c2c(=O)n(C)c(=O)n(C)c2n1 | 0.1 | -11 | -1.8 | 10
CCOC(=O)c1cnc2c(C)cc(Cl)cc2c1Nc1ccc2c(c1)OCCO2 | 0.0 | 1 | -0.7 | 12
Cc1ccccc1C1(CC(=O)N2CCC(C)CC2)CC(=O)N(Cc2ccccc2)C1=O (stereo not given) | 0.3 | 3 | -0.2 | -56
Cc1c(C(=O)NC2CCCCC2)c(-c2ccccc2)nn1-c1ccccc1 | 0.3 | 7 | -1.0 | 4
O=C1N=c2ccc([N+](=O)[O-])cc2=C1N=Nc1c(O)[nH]c2ccc([N+](=O)[O-])cc12 | 0.0 | 14 | 1.9 | 10
Cc1cccc(C(=O)Nc2ccc3oc(-c4ccncc4)nc3c2)c1 | -0.2 | -3 | 2.4 | 6
Cc1ccc(-c2c(C)nn3c(NCCCN4CCCC4=O)cc(C)nc23)cc1 | 0.0 | -4 | 0.0 | 8
CN(C)c1ccc(/C=N/N2C(=O)C3C4C=CC(C4)C3C2=O)o1 (stereo not given) | 0.5 | 5 | 0.7 | 3
CN(C)c1ccc(/C=N/c2nnc(-c3ccc4c(c3)OCO4)s2)cc1 | 0.1 | 19 | -0.6 | 16
COc1cc(OC)cc(-c2nc3n(n2)C(c2ccncc2)C2=C(CC(C)(C)CC2=O)N3)c1 (stereo not given) | 0.2 | 14 | 0.5 | -3
NNC(=O)c1cc2c(s1)CCCCCC2 | 0.1 | 9 | 2.5 | 7
CC(C)C(OC(=O)c1cccs1)C(=O)NCc1cccs1 (stereo not given) | 0.0 | 27 | -0.7 | -11
Cc1cnc(NC2CCN(Cc3ccccc3)CC2)nc1NCCN1CCOCC1 | 0.2 | -4 | 0.5 | 10
CC(C)Cc1ccc(S(=O)(=O)N2CCCC2)cc1 | 0.1 | 0 | 0.9 | -7
COc1ccc(S(=O)(=O)N2CC3CCCN3c3cc(C(F)(F)F)ccc32)cc1 (stereo not given) | 0.0 | 17 | -0.6 | 10
Cc1ccc(C(C)C)cc1OCCNCCN | -0.1 | 21 | 0.8 | 8
COc1ccc(NC(=O)CN2CCC(Nc3nc(C)c(C)c(=O)[nH]3)CC2)cc1 | -0.1 | -3 | -0.7 | 2
O=C(NNC(=O)c1ccccc1C(=O)O)Nc1ccccc1 | 0.5 | 16 | 0.4 | -30
COc1cccc(C(=O)Nc2ccc3oc(-c4cccc(I)c4)nc3c2)c1 | -0.1 | -2 | -1.5 | -8
O=C(N[C@@H]1C[C@H]1c1ccccc1)N1CCC2(CC1)OCc1ccccc1O2 | -0.4 | -16 | -0.7 | -48
COc1ccc(C2C(C(=O)OC(C)C)=C(C)N=c3s/c(=C\c4cccnc4)c(=O)n32)cc1 (stereo not given) | -0.1 | 3 | 0.5 | 15
Fc1ccc(CNc2ccc3ncc(-c4ccsc4)n3n2)cc1 | -0.1 | 1 | -0.9 | 5
O=[N+]([O-])c1cc2c(cc1CN1CCN(CCO)CC1)OCO2 | -0.1 | 18 | -0.7 | -1
Cc1ccc(N2CC(C(=O)OCc3ccc([N+](=O)[O-])cc3)CC2=O)cc1 (stereo not given) | 0.0 | -11 | -2.1 | 8
COc1ccc(S(=O)(=O)n2c(SCC(=O)NC3CCCCC3)nc3ccccc32)cc1 | 0.0 | -6 | 0.0 | -4
CC1=C(C(=O)OCCc2ccccc2)C(c2cccc3ccccc23)C2=C(CC(C)(C)CC2=O)N1 (stereo not given) | -0.1 | 2 | 0.7 | 5
OCCNc1nc(Nc2ccc(OC(F)(F)F)cc2)nc(OCC(F)(F)F)n1 | 0.0 | 9 | -0.9 | 6
O=C(O)C(c1ccccc1)C(c1ccccc1)c1ccccc1 (stereo not given) | 0.0 | 15 | 2.1 | 5
CCOc1ccccc1NC(=O)c1c(NC(=O)COc2ccccc2)sc2c1CCCCC2 | 0.1 | 0 | -0.8 | -8
CCOc1ccc(CC(=O)NCCc2csc(C)n2)cc1 | -0.1 | 4 | -0.4 | -5
COc1ccc(N2CC(NC(=O)N3CCc4ccccc4C3)CC2=O)cc1OC (stereo not given) | 0.1 | -11 | 0.3 | 11
CCNC(=S)Nc1ccc(C)cc1Cl | 0.0 | 5 | 0.5 | -5
O=C(Nc1ccccc1Cl)c1ccc([N+](=O)[O-])o1 | -0.3 | -1 | 1.5 | -13
COc1cc(C)c(Cl)cc1S(=O)(=O)N1CCC(C)CC1 | -0.1 | 4 | 0.3 | 6
CC(=O)C1=C(O)CC(C)(C)CC1=Nc1ccccc1O | 0.0 | 6 | 0.3 | 10
CCOC(=O)Cc1csc(NC(=O)C(NC(=O)C2CCC(C)CC2)C(C)C)n1 (stereo not given) | 0.0 | -3 | 0.2 | 3
O=C(CCc1nnc(COc2ccccc2)o1)NCc1nc2ccccc2s1 | 0.0 | 9 | 5.1* | -1

New compounds follow
SMILES | FBW7 act | MITF inh | GPR151 ag | TEAD-YAP block
COc1cccc(CCC(=O)Nc2ccc(-c3cn[nH]c3)cc2OC2CCNCC2)c1 | -0.1 | -1 | -0.8 | -5
Oc1cccc(-c2cnn3ccc(Nc4ccccc4)nc23)c1 | 0.8 | 4 | -0.5 | -18
Cc1ccc(-c2cc(C(F)(F)F)n3nc(C(=O)Nc4ccc(Cl)cn4)cc3n2)cc1 | 0.0 | 18 | -0.2 | 7
c1ccc(-c2cnc3ccc(NC4CCOCC4)nn23)cc1 | -0.7 | -5 | -0.1 | 23
O=C(COc1cccc2cccnc12)N/N=C/c1ccc(-c2cccc(C(=O)O)c2)o1 | 0.0 | 18 | 0.5 | -7
COc1c(Cl)cc(C(=O)Nc2ccc(N3CCOCC3)cc2)cc1Cl | 0.3 | 12 | 0.1 | -24

Filtered by structure, the compounds so far containing bromine
SMILES | FBW7 act | MITF inh | GPR151 ag | TEAD-YAP block
CCc1ccccc1NC(=O)CN(C)S(=O)(=O)c1ccc(Br)cc1 | -0.1 | -2 | -1.6 | 4
CC(C)CNC(=O)COC(=O)c1ccc(Br)o1 | -0.2 | 0 | 0.1 | 0
